IMPase Li inh – qHTS Assay for Identifying the Cell-Membrane Permeable IMPase Inhibitors: Potentiation with Lithium | CHO-M1 cells, IP1 TR-FRET (IP-One), carbachol + lithium | Potency, µM (series often up to 59.4 µM), inactives show top-dose activity, negative = IMPase inhibition, actives largely listed as inhibitors | 0.35% of 210,000 active | AID 1457, 2008;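 further: IP1 builds up when IMPase is blocked and the TR-FRET signal falls; potency means the concentration at half of the fitted maximal effect; plate controls were basal vehicle for no effect and high inhibitor control for full effect; nearly all actives have a fitted effect of over 50% in size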
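CHO cells stably expressing M1 receptor (2000/well, cultured 16–30 h) treated 30 min at 37C with compound plus low lithium. Cytosolic IP1 by TR-FRET (665/620 ratio and 620 channel) after 10 min lysis; AC50 by Hill fit.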
Lamin A splicing – qHTS Assay for Modulators of Lamin A Splicing; HeLa LMNA splicing GFP/RFP minigene ratio, 48 h; Potency, µM (top dose mostly 46.1 µM), without a hit: at the highest dose ratio change, negative = inhibition, most hits filed as inhibitors; 0.01% of 200,000 active; AID 1487, 2009; active means well fitted inhibition curve with a large enough effect in the signal ratio, with a control signal flat, not every such curve was filed as active; inconclusive means small, poorly fitted or top-dose-only effect, or effect the other way, or a change in a side signal; the % refers to the signal ratio; further: potency means the concentration at half of the fitted maximal effect; on the % scale 0 is the no-effect control and ±100 the full control effect
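S3 HeLa cells stably expressing lamin A-EGFP splicing minigene plus DsRed2, 600 cells/well, 48 h compound exposure at 37C. Laser-scanning cytometry; analysed as GFP (500-530 nm)/RFP (575-640 nm) total intensity ratio; 0.5% DMSO vehicle.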
NPSR antagonist – qHTS Assay for Antagonists of the Neuropeptide S Receptor: cAMP Signal Transduction | Q6W5P4 | CHO-NPSR cells, cAMP TR-FRET, antagonist mode | Potency, µM (doses to about 38.3 µM), for inactives: at the top dose activity change, negative = inhibition, most hits filed as inhibitors | 1% of 220,000 active | AID 1461, 2008; further: potency means the concentration at half of the fitted maximal effect; on the % scale 0 is the no-effect control and ±100 the full control effect; nearly all actives have a fitted effect of over 50% in size; many of its hits are not listed in these tables
aGal spleen mod – qHTS Assay for Inhibitors and Activators of Human alpha-Galactosidase From Spleen Homogenate | Alpha-galactosidase A (Homo sapiens), P06280 | human spleen homogenate, 4MU-alpha-Gal fluorescence, 40 min | Potency, µM (titrated, usually from 80 µM), for inactives: at the highest dose activity change, negative = inhibition, most hits filed as inhibitors | 0.008% of 240,000 active | AID 2107, 2009;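 further: potency means the concentration at half of the fitted maximal effect; 0% = enzyme with vehicle and -100% = no enzyme basal signal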
Target sequence (P06280 32-429 limits assumed): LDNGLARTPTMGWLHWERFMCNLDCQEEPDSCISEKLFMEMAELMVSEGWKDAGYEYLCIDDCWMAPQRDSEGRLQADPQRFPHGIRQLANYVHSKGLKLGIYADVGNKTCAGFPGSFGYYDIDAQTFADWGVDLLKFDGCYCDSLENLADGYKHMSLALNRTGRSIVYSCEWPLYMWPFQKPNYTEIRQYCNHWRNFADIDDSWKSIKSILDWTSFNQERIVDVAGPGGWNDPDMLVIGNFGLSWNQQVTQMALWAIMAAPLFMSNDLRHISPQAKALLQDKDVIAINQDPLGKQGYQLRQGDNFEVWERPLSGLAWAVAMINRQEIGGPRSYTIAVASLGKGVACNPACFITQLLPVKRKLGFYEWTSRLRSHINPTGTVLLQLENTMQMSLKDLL
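Fluorogenic readout (Ex 365/Em 440 nm) of 4-methylumbelliferone released from 1 mM 4-MU-alpha-galactoside by spleen homogenate, 40 min at 37C, pH 5.0. Data normalized to no-enzyme and enzyme controls; Hill-equation AC50 from compound titrations.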
Epigenetic reg – Quantitative High-Throughput Screen for Regulators of Epigenetic Control. murine LDR cells, GFP reporter derepression, 30 h. Potency, µM (titrated, usually from 53.9 µM), for inactives: at the top dose GFP activation, most hits filed as activators. 0.2% of 280,000 active. AID 1865, 2009; further: potency means the concentration at half of the fitted maximal effect; % of control where 0% means no effect; nearly all actives have a fitted effect of over 60% in size
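Murine LDR cells bearing a silenced CMV-driven GFP reporter were exposed to compound for 30 h at 37 C. After PBS washes, GFP-positive cells (20-120 um objects) counted by laser-scanning microplate cytometry.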
Luc counter – Counterscreen for Luciferase (Kinase-Glo TM) Inhibition; Luciferin 4-monooxygenase (Photuris pensylvanica), Q27757; Kinase-Glo luciferase, ATP luminescence, 8 min; Potency, µM (series often up to 38.3 µM), for inactives: at the top dose activity change, negative = inhibition, hits mostly inhibitors; 0.28% of 200,000 active; further: potency means the concentration at half of the fitted maximal effect; on the % scale 0 is the no-effect control and ±100 the full control effect; nearly all actives have a fitted effect of over 60% in size
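Luminescence was the read-out, taken after 8-minute incubation at ambient temperature. Luciferase turned over luciferin with 10 uM ATP in imidazole pH 7.2 buffer containing KCl, MgCl2, Tween 20 and BSA.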
CBFb-RUNX1 inh – qHTS Assay for Compounds Blocking the Interaction Between CBF-beta and RUNX1 for the Treatment of Acute Myeloid Leukemia | Runt-related transcription factor 1 (Homo sapiens) + Core-binding factor subunit beta … | AID 1477, 2009 | AlphaScreen CBFb-His/RUNX1-biotin binding, biochemical | 230,000 tested, under 10 active | Potency, µM (highest dose often 59.8 µM), inactives show top-dose activity, negative = inhibition, actives largely listed as inhibitors; further: % of control where 0% means no effect
Target sequence (Q01196 whole entry, looked up): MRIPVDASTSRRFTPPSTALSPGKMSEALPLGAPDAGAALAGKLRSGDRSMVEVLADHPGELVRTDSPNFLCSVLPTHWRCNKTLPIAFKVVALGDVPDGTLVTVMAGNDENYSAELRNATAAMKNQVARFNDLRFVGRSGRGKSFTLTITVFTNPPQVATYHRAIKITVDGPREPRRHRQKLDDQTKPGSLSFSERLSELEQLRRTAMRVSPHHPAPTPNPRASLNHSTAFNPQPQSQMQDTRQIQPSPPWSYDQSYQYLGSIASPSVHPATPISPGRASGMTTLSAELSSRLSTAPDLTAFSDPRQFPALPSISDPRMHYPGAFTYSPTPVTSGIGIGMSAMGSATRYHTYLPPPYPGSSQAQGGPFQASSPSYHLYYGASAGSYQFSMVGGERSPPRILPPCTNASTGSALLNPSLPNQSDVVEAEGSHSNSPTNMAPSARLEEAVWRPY
Target sequence (Q13951 whole entry, looked up): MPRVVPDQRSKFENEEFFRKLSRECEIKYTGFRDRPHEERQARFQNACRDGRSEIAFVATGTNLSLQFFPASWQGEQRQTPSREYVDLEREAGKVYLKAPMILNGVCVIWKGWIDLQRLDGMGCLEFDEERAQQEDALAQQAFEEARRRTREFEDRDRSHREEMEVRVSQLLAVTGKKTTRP
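CBFb-His/RUNX1-biotin, 30 nM each, preincubated 20 min RT; compound 15 min RT; Ni + streptavidin beads 50 ng each, 90 min RT; AlphaScreen read.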
Starred values were filed as active, the others as inactive; ? = inconclusive; nt = no result given; & = joins results of further samples; [ ] = remark or other dose. Unless noted, the call rests on the fitted dose curve; in most records, active means well fitted curve in the direction sought with a large enough effect; inconclusive means small, poorly fitted or top-dose-only effect, or another doubt; inactive means no such curve, though single readings can be large; an effect the other way counts as inactive or inconclusive.

SMILES	IMPase Li inh	Lamin A splicing	NPSR antagonist	aGal spleen mod	Epigenetic reg	Luc counter	CBFb-RUNX1 inh
Cn1c(CCCOc2ccc(Cl)cc2Cl)nnc1SCC(=O)Nc1nccs1	14.3%[38.3 µM]	-1.4%	-19.7%[46.1 µM]	1.8%	-1.0%	0.3%	-4.5%
Cc1ccc(S(=O)(=O)NC(=O)c2ccc(Br)o2)c(C)c1	-3.9%&-1.1%	?	7.6%	-1.9%[119 µM]	-0.9%&-1.2%	0.6%[39.9 µM]	-2.3%[89.1 µM]
C=CC[C@H]1CC(Cc2ccccc2)=C[C@H](CC=C)N1	7.2%	1.2%	8.2%	-9.1%	-0.8%	3.1%	8.2%
CCn1c(SCC(=O)Nc2ccccc2N2CCOCC2)nnc1-c1ccccc1O	22.6%[38.3 µM]	-15.3%	6.1%[46.1 µM]	5.8%	0.0%	0.1%	6.8%
CCCCCCSc1nsc(NC(=O)CCC)n1	6.0%	nt	3.7%	-2.9%	-1.1%	-2.7%	0.0%
O=C(/C=C/c1cccc([N+](=O)[O-])c1)N1CCN(c2ccc(F)cc2)CC1	1.0%	?	14.3%	3.7%	1.0%	-0.9%	-6.1%
CN(C)CC#CCCCCCCC#CCN(C)C	25.1%[38.3 µM]	12.2%	-2.3%[46.1 µM]	0.4%	0.8%	-3.8%	2.3%
O=S(=O)(CCC(F)=C(F)F)c1nnnn1C1CCCCC1	0.0%	nt	nt	-3.6%	-1.1%	0.3%	-1.5%
COc1ccccc1OCC(=O)N(Cc1nc(-c2ccc(Cl)cc2)no1)C(C)C	12.7%[38.3 µM]	1.1%	-13.3%[46.1 µM]	-0.6%	4.6%	0.0%	4.6%
N#Cc1cccc(NC(=O)COC(=O)c2ccccc2Sc2ccccc2C#N)c1	nt	-3.1%	?	-19.9%	0.1%	nt	-1.1%
C/C(=C1\SC(N2CCOCC2)=NC1=O)c1ccc(C)cc1	-1.3%[38.3 µM]	25.5%	-9.9%[46.1 µM]	-1.4%	-0.4%	0.6%	9.4%
CC(C(=O)NCc1ccco1)n1cc(C(=O)c2ccco2)c2ccccc21 (centres undefined)	12.2%[38.3 µM]	-8.1%	-8.8%[46.1 µM]	-16.2%	-1.0%	2.7%	-2.7%
CSc1cccc(CNC(=O)CC2C(=O)NCCN2CC(C)(C)C)c1 (centres undefined)	4.7%	5.1%[46 µM]	-16.4%	-1.2%	1.8%	-0.9%	-6.5%
O=C(NC1CCCCCC1)C1c2ccccc2C(=O)N1C1CC1 (centres undefined)	nt	0.9%	-5.8%[46.1 µM]	14.2%	0.0%	nt	3.4%
COc1cccc(NC(=S)N(CCN2CCCCC2)Cc2ccco2)c1	10.7%	-3.4%[9.22 µM]	-2.3%	2.8%	-1.1%	-1.4%	-1.6%
COc1cccc(C(=O)C(C#N)=C(SC)SC)c1	nt	nt	?	-4.6%	1.3%	nt	4.4%
O=C(Cn1ncc2c(=O)oc3ccccc3c21)N(Cc1ccco1)C1CCCCC1	18.8%	-5.3%	-5.9%[46.1 µM]	-9.4%	-1.0%	-1.1%	-2.7%
COc1ccccc1NC(=O)N(Cc1cccs1)Cc1cc2cc3c(cc2[nH]c1=O)OCO3	16.6%	-18.7%	-6.7%	6.6%	-1.5%	-1.1%	-4.6%
Cc1ccc(S(=O)(=O)N2CCN(C(=O)N(c3ccccc3)c3ccccc3)CC2)cc1	25.1%[38.3 µM]	-12.3%	-24.6%[46.1 µM]	-16.7%	-0.7%	-0.9%	1.1%
Nc1nnc(CC(=O)N/N=C/c2ccc([N+](=O)[O-])cc2)s1	nt	nt	0.8%	6.6%	-1.1%	nt	5.4%
O=C(NCc1ccncc1)c1cccc(Cn2cc(Br)cn2)c1	nt	?	-12.9%[46.1 µM]	10.9%	0.0%	nt	4.7%
CCc1nc(NCCN2CCOCC2)c(C#N)c2c1CCCC2	15.9%[38.3 µM]	?	-5.8%[46.1 µM]	-5.1%	0.0%	-0.9%	-0.1%
O=C(CN1C(=O)c2cccc3cccc(c23)C1=O)N1CCOCC1	-2.8%	-7.9%[46 µM]	11.6%	11.6%	0.1%	1.1%	8.3%
Cc1ccc2[nH]c(=O)c(CN(CCCN3CCOCC3)C(=O)Nc3cccc(Cl)c3)cc2c1	-0.3%	-13.2%	-19.0%	1.1%	-2.2%	-0.2%	5.1%
O=C(COC(=O)C1CC1)Nc1ncc(C(F)(F)F)cc1Cl	6.3%	nt	15.4%	2.4%	-1.8%	-0.5%	17.9%

Carrying on:
SMILES	IMPase Li inh	Lamin A splicing	NPSR antagonist	aGal spleen mod	Epigenetic reg	Luc counter	CBFb-RUNX1 inh
Cc1ccccc1CN1CCSc2sccc2C1=O	7.9%	-3.5%[46 µM]	-12.0%	-1.2%	-0.5%	2.2%	0.6%
COc1ccc(CCNC(=O)c2nnn(-c3ccc4c(c3)OCCO4)c2N)cc1OC	25.5%[38.3 µM]	3.4%	-4.2%[46.1 µM]	2.7%	1.1%	3.1%	4.0%
Nc1cc(-c2cccc(Br)c2)nn1Cc1ccccc1	4.8%	?	-17.7%	-0.4%	-0.9%	-1.1%	4.7%
CCCC1=Nc2cc(C(=O)NCCCOC(C)C)ccc2Sc2ccccc21	48.1%[activator][38.3 µM]	?	20.8%[46.1 µM]	7.7%	1.0%	-7.1%	-0.4%
O=C(NCCc1ccccc1)c1ccncc1	-5.3%[38.3 µM]	5.2%	-0.3%[46.1 µM]	-5.3%	1.5%	-3.8%	-1.2%
CCN(CC)C(=O)C12C(=O)Oc3ccccc3C1C2(C)C(=O)c1ccc(F)cc1 (centres undefined)	nt	nt	18.2%	4.8%	0.1%	nt	1.5%
CN(C)c1nc(Oc2ccc(/C=N/O)cc2)nc(N(C)C)n1	-8.7%[38.3 µM]	10.9%	-5.2%[46.1 µM]	8.7%	10.1%	-1.5%	-3.4%
O=S(=O)(NC1CCCC1)c1ccc(Br)s1	3.8%[38.3 µM]	2.4%	-1.5%[46.1 µM]	-4.9%	6.2%	2.9%	4.0%
O=C(CSc1ncn[nH]1)N1N=C(c2ccc(Cl)cc2)CC1c1ccco1 (centres undefined)	-3.6%	?	7.6%	-15.9%	11.8%	1.8%	-5.5%
OC(c1cc(C(F)(F)F)nc2c(C(F)(F)F)cccc12)C1CCCCN1 (centres undefined)	6.9%	nt	nt	7.2%	5.3%	-5.6%	?
CCOC(=O)NC(=O)/C(N=Nc1ccc(C(F)(F)F)cc1)=C(\C)O	-8.1%	nt	-11.1%	-0.3%	-3.0%	0.9%	-6.2%
O=C(O)P(=O)(O)O	-4.6%	?	nt	-0.8%	-1.3%	-2.8%	1.5%
COc1ccc(N2CCN(/C(=N\S(=O)(=O)c3ccc(C)cc3)Nc3nc(C)cc(C)n3)CC2)cc1	12.2%[38.3 µM]	-2.2%	-6.0%[46.1 µM]	-3.0%	0.0%	-3.7%	-5.7%
CC(=O)Nc1ccc(S(=O)(=O)N2CCC(N(C)CCC(C)C)CC2)cc1	-0.5%[38.3 µM]	-2.5%	-1.8%[46.1 µM]	-3.8%	-1.1%	-1.1%	1.3%
O=C1c2oc3ccc(Br)cc3c(=O)c2C(c2cccnc2)N1Cc1ccco1 (centres undefined)	0.8%[38.3 µM]	-1.2%	-7.4%[46.1 µM]	-9.5%	-5.6%	-2.0%	12.9%
Cn1c(CCCNC(=O)c2cccs2)nc2ccccc21	22.2%[38.3 µM]	-6.8%	0.3%[46.1 µM]	-0.9%	0.0%	0.8%	6.4%
COc1cccc(/C=N/NC(=O)c2c(C)nc3ccc(Br)cn23)c1O	4.7%	nt	-15.5%	-4.1%	0.1%	-4.5%	nt
CN1CCN(c2ccc(C(=O)c3ccccc3)cc2[N+](=O)[O-])CC1	6.0%	-12.7%	6.9%	-12.2%	-1.3%	-2.1%	-1.7%
Cn1nnnc1SCC(=O)Nc1ccc(Cl)c(S(=O)(=O)N2CCOCC2)c1	nt	nt	-6.9%	-11.8%	-0.3%	nt	14.8%
Cc1cc2nc(CCN(Cc3cccnc3)C(=S)Nc3ccc(F)cc3)[nH]c2cc1C	-2.9%[38.3 µM]	17.6%	-19.6%[46.1 µM]	-12.3%	-1.2%	-2.2%	-6.8%
O=C(CSCc1ccc(Br)cc1)NCc1ccccn1	4.6%	0.2%[46 µM]	-1.7%	-0.6%	-0.9%[10.1 µM]	-4.9%	1.5%
CCOC(=O)C1(Cc2cccc(OC)c2)CCN(CC2CC=CCC2)CC1 (centres undefined)	25.2%	nt	-25.9%	-0.9%	-4.6%	-1.3%	6.4%
O=C(CSc1nc2nc3c(cc2c(=O)n1-c1ccccc1)CCCC3)Nc1ccccc1	5.3%	-7.7%	-11.1%	4.5%	?	-4.4%	1.7%
COC(=O)C1C(=O)C=C(N2CCOCC2)CC1(C)C (centres undefined)	-4.1%[38.3 µM]	0.0%	-6.3%[46.1 µM]	-2.0%	1.3%	2.2%	-1.8%
O=C(Cc1cccs1)NCc1ccco1	10.8%[38.3 µM]	1.5%	-13.1%[46.1 µM]	12.9%	2.3%	1.1%	-4.1%
Cc1ccc(OC(=O)c2cccc(C(=O)Oc3ccc(C)cc3)n2)cc1	2.6%[38.3 µM]	1.1%	-7.6%[46.1 µM]	12.7%	-2.3%	-8.9%	-1.5%
N#C/C(=C1/CCCCCN1)c1nc2ccccc2[nH]1	6.9%[38.3 µM]	0.1%	1.2%[46.1 µM]	-1.7%	1.8%	-1.1%	5.8%
CCN(CC(=O)N1CCOCC1)S(=O)(=O)c1ccc(C)cc1	9.8%[38.3 µM]	-6.6%	0.5%[46.1 µM]	-8.7%	-0.1%	-0.1%	3.6%

An excerpt from above in order of heavy-atom count, smallest number first:
SMILES	IMPase Li inh	Lamin A splicing	NPSR antagonist	aGal spleen mod	Epigenetic reg	Luc counter	CBFb-RUNX1 inh
CN1CCN(c2ccc(C(=O)c3ccccc3)cc2[N+](=O)[O-])CC1	6.0%	-12.7%	6.9%	-12.2%	-1.3%	-2.1%	-1.7%
OC(c1cc(C(F)(F)F)nc2c(C(F)(F)F)cccc12)C1CCCCN1 (centres undefined)	6.9%	nt	nt	7.2%	5.3%	-5.6%	?
COc1ccc(CCNC(=O)c2nnn(-c3ccc4c(c3)OCCO4)c2N)cc1OC	25.5%[38.3 µM]	3.4%	-4.2%[46.1 µM]	2.7%	1.1%	3.1%	4.0%

High-throughput results from PubChem.

An excerpt; the hit share may differ from the screen's.
